MT stabilizer = microtubule stabilizers in HeLa cells, primary screen, imaging, high-content imaging; HeLa tubulin immunostaining HCS, 24 h; share of cells brighter than vehicle mean+2SD; AID 2205, 2009; 200,000 compounds, 0.83% hits; % tubulin-high responders, % at 10 µM;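 active means plate Z-score above 3 for both tubulin-high and condensed-nucleus cell shares, with cell loss under 80%, at 10 µM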;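 further: anti alpha tubulin signal scored within the nucleus-defined area of each cell; some results filed as inactive read as strong as hits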
T cell modulator = modulators of CD8 T cell-vesicle binding, primary screen, mouse 2C CD8+ T cells, flow cytometry. calls only at 7 µM. AID 2052, 2009. 2C CD8+ T cell-vesicle binding; active compounds read low. 330,000 compounds, 0.068% hits;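 active means response, share of CD8 T cells binding vesicles, and their 90th percentile fluorescence all below set limits, cut at about 80% in these data, passing the limit was not always enough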
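Material: murine 2C transgenic CD8+ T lymphocytes / Also added: QL9-peptide-loaded Drosophila micro-vesicles bearing Ld, ICAM-1 and B7-1 / Schedule: binding step 1.5 h, 37 °C, antibody labelling 20 min, ice / Signal: flow cytometry, PE anti-B7-1 (FL2) versus Alexa647 anti-CD8 (FL8), PFA-fixed / Evaluation: percent CD8+ FL2 mean versus row control / Benchmarks: naked versus QL9-loaded vesicles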
WT yeast gro inh = growth inhibition of WT strain, primary screen, mitochondrial fusion inhibitor project, WT and mutant strains, chemical genetic. mitochondrial fusion phenotypic screen. 190,000 compounds, 2.1% hits. inhibition, % at 10 µM; in the data active means inhibition above about 58%; tested in S. cerevisiae
West Nile virus CPE = West Nile virus antiviral activity, cell-based, CPE readout (AID 1621) | 290,000 compounds, 0.02% hits | one-dose CPE inhibition, % at 10 µM; IC50 in µM for titrated hits | West Nile virus-infected cells, CPE inhibition; higher % means a stronger effect; in the data active means a potency from the dose series; inconclusive means CPE inhibition mostly from about 3.7% at the one dose, without a potency; inactive means the rest, 99 in 100 with CPE inhibition below about 2.2%; further: strong numbers were not always called active
Autophagy mod = autophagy modulators in MEF cells, primary screen, imaging, high-content, MEF GFP-LC3; MEF GFP-LC3 puncta imaging; test concentration mostly 10 µM; calls only at 10 µM (by protocol); 190,000 compounds, 0.98% hits; AID 463193, 2010;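 active means percentage of spot-positive cells more than 3 SD above its plate mean, without a fluorescence outlier flag or 80% toxicity; inconclusive means no clear call, values can overlap the other calls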;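 further: spot-positive cell cutoff set from DMSO-treated cells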
Lipid droplet = inhibitors of hepatocyte lipid droplet formation, primary screen, imaging, high-throughput imaging, BODIPY stain; AML12 mouse hepatocytes, oleate lipid droplets; inhibition, % at 6.5 µM; 240,000 compounds, 0.4% hits;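 active means lipid droplet intensity inhibited by at least 50%, with more than 500 cells counted; inconclusive means wells with under 300 cells, treated as cytotoxic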
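material = mouse AML12 hepatocyte cell line, fixed after treatment | also added = 100 µM oleic acid challenge | doses = compound at 6.5 µM only | schedule = overnight exposure | technique = Image-based BODIPY and DAPI two-channel analysis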
Insulin prom up = insulin promoter activators in MIN6 cells, imaging, high-content screening, mouse beta cells | MIN6 insulin promoter-GFP reporter; active compounds read high | z-score at 5 µM | 190,000 compounds, 0.3% hits;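 active means z-score above 3 at 5 µM with at least 500 cells counted in the well; inconclusive means wells under 500 cells, flagged as cytotoxic or low count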
bCat nuc transl = modulators of beta-catenin nuclear translocation, primary screen, imaging, HeLa cells, immunofluorescence, high-content; nuclear translocation activity, % at 5 µM; 190,000 compounds, 0.3% hits; AID 1665, 2009;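 active means nuclear translocation activity above 50% at 5 µM, with a well cell count of 50 or more; inconclusive means wells under 50 cells across six images, flagged as toxic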;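 further: per-cell ratio of nuclear to cytoplasmic median beta-catenin stain intensity; plate controls were DMSO negative control for no effect and GSK-3 inhibitor IX positive control for full effect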
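System: HeLa cells, endogenous beta-catenin; compound dosing: 5 µM primary single dose, 0.1% DMSO, 0.02–20 µM confirmation series; incubation: 24 h compound exposure at 37°C, 5% CO2; signal: beta-catenin immunofluorescence imaging with DAPI; evaluation: % activation, nuclear-to-cytoplasmic median beta-catenin signal ratio per cell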
Myeloid diff 2 = induction of myeloid progenitor differentiation, primary screen, cell-based, flow cytometry, MLPCN library; ER-HoxA9 myeloid progenitors, lysozyme-GFP differentiation; calls only at 10 µM; 360,000 compounds, 1% hits; AID 624256, 2012;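 active means normalized GFP-positive differentiation at or above the plate's own cutoff, the solvent-only control mean plus 3 SD; inconclusive means no clear call, values can overlap the other calls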;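 further: cells exposed to compound for four days before flow analysis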
WT yeast gro inh mutant strain = further read-out of WT yeast gro inh, marked with its call; inhibition, %; mitochondrial fusion phenotypic screen, mutant strain inhibition
Insulin prom up cell count = recorded beside Insulin prom up, whose call it bears; cell count; measured here: cytotoxicity, nuclei count;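 total cells summed across four imaged fields per well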
Lipid droplet cells 6.5 µM = recorded beside Lipid droplet, whose call it bears; cell count; measured here: cell count, cytotoxicity flag;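 cells counted across two imaged fields per well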
bCat nuc transl cell count 5 µM = second read-out of bCat nuc transl, no call of its own (marks repeat the call); cell count; measured here: cell count, cytotoxicity flag
T cell modulator vesicle-bound % = also measured in T cell modulator; calls as there; double positive events, %; measured here: CD8+ vesicle-bound cell fraction;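 binding gate set so that unloaded-vesicle control wells show 10% double positive cells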
MT stabilizer Hoechst-high % = also measured in MT stabilizer; calls as there; % Hoechst-high responders; measured here: nuclear condensation Hoechst responders;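 share of cells brighter than vehicle mean plus two SD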
MT stabilizer cytotoxicity % = further read-out of MT stabilizer, marked with its call; toxicity, %; measured here: cytotoxicity by cell density;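 0% = mean cell density of plate MIN control wells and 100% = no cells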
Autophagy mod cell loss 18 h = further read-out of Autophagy mod, marked with its call; toxicity, %; measured here: cell loss, nuclei count;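 cell loss after 18 h compound exposure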
Myeloid diff 2 GFP+ MAC1+ % = recorded beside Myeloid diff 2, whose call it bears; GFP+ MAC1+ double positive, %; measured here: differentiation confirmed by MAC1 staining
Numbers without * were called inactive; i = inactive; u = inconclusive; x = not tested or not shown; & = joins results of further samples.

SMILES	MT stabilizer	MT stabilizer Hoechst-high %	MT stabilizer cytotoxicity %	T cell modulator	T cell modulator vesicle-bound %	WT yeast gro inh	WT yeast gro inh mutant strain	West Nile virus CPE	Autophagy mod	Autophagy mod cell loss 18 h	Lipid droplet	Lipid droplet cells 6.5 µM	Insulin prom up	Insulin prom up cell count	bCat nuc transl	bCat nuc transl cell count 5 µM	Myeloid diff 2	Myeloid diff 2 GFP+ MAC1+ %
O=C(NCCc1ccccc1)C(=O)NCC1(c2ccccc2)CCCC1	2.9	2.2	1.8	i	34	18	9	-0.2%	i	-3	x	x	-0.37	1593	1.3	1327	i	0.3
Cn1c(=O)c2c(nc(Br)n2CCSc2ncccn2)n(C)c1=O	2.6	3.3	4.5	i	48	-21	-2	-0.1%	i	3	x	x	-0.06	1606	0.5	1378	i	0.7
COc1ccccc1NC(=O)Cn1nc(C(F)(F)F)c2c1CCCC2	1.9	5.7	7.8	i	54	10	3	0.1%	i	-3	-1	803	0.02	1068	-4.3	1145	i	0.3
CCOC(=O)c1c(C)n(CCO)c2ccc(O)cc12	2.9	1.9	2.2	i	21	13	8	0.3%	i	12	4	789	0.88	1291	-0.2	1279	i	9.8
COc1ccccc1CCN1CCCC(CN(C)C(=O)c2ccc3nc[nH]c3c2)C1 (stereo not drawn)	x	x	x	i	28	x	x	-0.1%	x	x	-7	833	x	x	x	x	i	0.6
CCOc1ccc(N2C(=O)CC(N)C2=O)cc1 (stereo not drawn)	4.0	2.3	6.2	i	24	14	29	-0.4%	i	-2	5	660	0.05	1224	-2.1	1198	i	0.7
CCc1nnc(NS(=O)(=O)c2ccc(NC(=O)OC)cc2)s1	2.2	0.9	4.0	i	7	-11	1	x	i	-5	x	x	1	986	-1.9	1181	i	11
Cc1ccccc1N1C(=O)CC(N2CCN(C(=O)c3ccco3)CC2)C1=O (stereo not drawn)	x	x	x	i	72	x	x	0.3%	x	x	-2	645	x	x	x	x	i	0.7
O=C(CSc1ccc2nnc(-c3ccc(Cl)cc3)n2n1)N1CCCC1	x	x	x	i	27	20	9	-0.1%	x	x	-4	662	-1.4	1862	-0.4	1053	i	2.9
CSc1nnc(-c2cnccn2)n1Cc1ccccc1	2.1	2.4	5.7	i	35	-7	-8	0.2%	i	-3	16	725	-0.56	1656	-0.7	1013	i	5.7
Cc1cc(NC(=O)CCC(=O)N(c2ccccc2)C(C(=O)NC2CCCC2)c2cccs2)no1 (stereo not drawn)	3.1	3.2	4.8	i	37	2	4	-0.3%	i	17	-17	729	0.62	1016	-2.8	1171	i	0.5
Clc1cccc(Cl)c1CN1CCN(c2ncccn2)CC1	x	x	x	i	58	x	x	-0.4%	x	x	-2	817	x	x	x	x	i	0.3
COc1cc(/C=C/c2nc3ccc([N+](=O)[O-])cc3s2)ccc1OCC(=O)O	x	x	x	i	24	x	x	0.2%	x	x	23	745	0.12	1059	-0.3	1264	x	x
S=c1[nH]nc(-c2cc(-c3ccccc3)n[nH]2)n1/N=C/c1cccs1	x	x	x	i	25	x	x	0.2%	x	x	16	716	-1.4	1403	-3.7	1195	i	0.5
C/C(=N\NC(=O)CNC(=O)c1ccc(Br)cc1)c1ccco1	x	x	x	i	39	x	x	1.1%	x	x	10	738	x	x	x	x	i	2.2
O=C(Nc1nnc(-c2ccncc2)o1)c1ccccc1F	5.6	1.7	6.6	i	30	-12	4	0.5%	i	-3	12	709	0.9	1283	-1.4	1071	i	0.8
COc1ccc(Nc2oc(-c3ccccc3)nc2C#N)cc1	5.7	2.6	8.0	i	26	-5	1	0.5%	i	8	0	666	0.04	1552	-2.7	1050	i	0.2
CC(=O)Nc1ccc(Nc2nnc(-c3ccc(C)c(S(=O)(=O)NCC4CCCO4)c3)c3ccccc23)cc1 (stereo not drawn)	x	x	x	i	41	x	x	0.2%	x	x	1	748	-0.16	1095	-0.2	1269	i	1.0
CCN(CC)S(=O)(=O)c1ccc(C)c(NC(=O)CN2CCN(Cc3ccccc3)CC2)c1	x	x	x	i	56	x	x	-0.6%	x	x	8	666	x	x	-0.7	1432	i	0.0
CCOc1cc(NC(=O)C2CC2)c(OCC)cc1NC(=O)c1ccccn1	1.7	1.1	7.0	i	14	5	-7	1.4%	i	6	-10	760	0.01	1311	-1.0	1155	i	0.6
C=C(C)COc1ccc(-c2[nH]ncc2Oc2ccccc2OC)c(O)c1	3.6	1.7	0.3	i	23	46	40	u	i	18	5	782	1.1	1255	5.1	1214	i	2.6
Fc1ccc(-c2nnc3sc(C4COc5ccccc5O4)nn23)cc1 (stereo not drawn)	1.5	1.4	9.7	i	51	70	73	-1.2%	i	46	x	x	x	x	-3.7	988	i	6.4
COC(=O)Cc1c(C)c2ccc(OCc3nn[nH]n3)cc2oc1=O	2.6	2.0	6.9	i	4	15	-4	-0.8%	i	2	-2	783	-0.43	861	-8.7	1201	i	0.4
Cc1cc(C)cc(OCC(=O)Nc2ccc3c(c2)OCO3)c1	1.3	1.5	8.2	i	64	9	-4	-0.3%	i	-7	-5	746	x	x	0.7	903	i	0.0
N#Cc1cnn(Cc2ccccc2)c1/N=C/N1CCOCC1	4.5	1.8	5.9	i	6	21	11	0.4%	i	1	24	707	0	1170	x	x	i	0.6
SMILES	MT stabilizer	MT stabilizer Hoechst-high %	MT stabilizer cytotoxicity %	T cell modulator	T cell modulator vesicle-bound %	WT yeast gro inh	WT yeast gro inh mutant strain	West Nile virus CPE	Autophagy mod	Autophagy mod cell loss 18 h	Lipid droplet	Lipid droplet cells 6.5 µM	Insulin prom up	Insulin prom up cell count	bCat nuc transl	bCat nuc transl cell count 5 µM	Myeloid diff 2	Myeloid diff 2 GFP+ MAC1+ %
CCCCCCOc1ccc(N2C(=O)CC(N3CCN(CCN=CC4C(=O)CC(C)(C)CC4=O)CC3)C2=O)cc1 (stereo not drawn)	4.6	2.1	6.1	i	45	0	31	0.2%	i	0	0	738	-0.66	1119	0.5	1127	i	0.0
Cc1cc(=O)[nH]c2c1c(-c1ccccc1)nn2C	x	x	x	i	39	x	x	0.0%	x	x	-14	666	0.43	1112	0.6	1391	i	0.4
CCC(C)c1ccc(NC(=O)c2[nH]c(C)c(C(C)=O)c2C)cc1 (stereo not drawn)	x	x	x	i	48	x	x	-0.4%	x	x	-10	813	x	x	x	x	i	0.7
Cc1cccc(OCC(=O)Nc2ccc3c(c2)nc2n3CCOC2)c1	x	x	x	i	69	x	x	0.2%	x	x	2	863	x	x	x	x	i	0.8
COc1ccc(C2=NS(=O)(=O)N(C)C(C(=O)Nc3ccc(C(C)=O)cc3)=C2)cc1OC	x	x	x	i	17	x	x	1.2%	x	x	-25	714	x	x	x	x	i	2.4
C/C(N)=C(/C#N)C(=O)CSc1nnc(Nc2cccc(C)c2C)s1	5.9	3.4	9.1	i	3	8	-6	0.5%	i	8	x	x	-1.3	1292	1.6	1377	i	1.2&7.3
O=C(NCc1ccc(F)cc1)C(c1cccs1)N(C(=O)c1csnn1)C1CC1 (stereo not drawn)	1.8	1.8	6.2	i	58	-22	29	u	i	10	x	x	0.73	966	-2.8	919	i	1.1
Cc1cc(NC(=O)CSc2nc3c(C)ccc(C)c3cc2C#N)no1	x	x	x	i	46	x	x	-0.5%	x	x	8	744	x	x	x	x	i	1.0
CCOc1cc(C(=O)N2CCN(c3ccccn3)CC2)cc(OCC)c1OCC	x	x	x	i	58	x	x	-0.8%	x	x	-1	787	x	x	x	x	i	0.3
Cc1ccc(NS(=O)(=O)c2ccc3c(c2)CCN3C(=O)CCC(=O)O)cc1Cl	x	x	x	i	62	x	x	0.3%	x	x	18	424	x	x	x	x	i	0.7
CCc1nc(N=Nc2c(O)[nH]c3ccccc23)c2c3c(sc2n1)CCC3	2.7	3.8	10	i	32	-5	-3	-0.4%	i	8	10	728	-0.37	1333	x	x	i	0.3
O=C(O)Cc1c(-c2ccccc2Cl)c2cc(Br)ccc2[nH]c1=O	x	x	x	i	41	x	x	0.4%	x	x	x	x	0.16	1356	0.4	1354	i	0.6
COc1ccc(C(CC(=O)O)NC(=O)Cc2ccccc2)cc1 (stereo not drawn)	2.3	1.8	2.6	i	29	18	14	0.2%	i	31	14	787	-0.4	1225	0.2	1208	i	1.5
O=C(NCCNC(=O)c1cc(Cl)ccc1Cl)c1ccco1	x	x	x	i	17	x	x	-0.3%	x	x	-25	784	x	x	x	x	i	2.3
CN(C)c1ccc(/C=N/Nc2nncc3ccccc23)cc1	x	x	x	i	58	x	x	-0.8%	x	x	7	845	x	x	x	x	i	0.4
CCNc1nc(NCC)nc(OCCNS(=O)(=O)c2ccccc2)n1	x	x	x	i	50	x	x	-0.2%	x	x	-3	744	0.46	1062	1.4	1327	i	0.2
COc1ccc(S(=O)(=O)NC2CC(C)(C)NC(C)(C)C2)c2ccccc12	x	x	x	i	4	x	x	0.2%	x	x	-1	845	x	x	x	x	i	1.0
COc1ccc(/C=C2\N=C(C)N(c3ccc4ccccc4c3)C2=O)cc1OC	2.4	1.8	10	i	30	-1	-7	0.5%	i	3	5	682	0.18	1234	-0.6	997	i	0.4
O=C(N/N=C/c1ccncc1)c1ccccc1	2.2	1.7	9.1	i	21	2	3	0.3%	i	7	x	x	0.42	1649	-0.7	1332	i	0.5

Source: PubChem (several laboratories)
